Source: PubChem (The Scripps Research Institute Molecular Screening Center)
TEAD-YAP inh: TEAD-YAP interaction inhibition, primary screen, TEAD-YAP interaction inhibitor project, luminescence, HEK-TIYL cells; TEAD-Gal4/YAP UAS-luciferase luminescence; inhibition, % at 9.12 µM; 1.4% of 640,000 active; AID 1259422, 2018; in the data active = inhibition above about 32%;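 also: 0% = median of test compound wells and 100% = reference inhibitor wells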
FBW7 act: FBW7 E3 ligase activators, primary screen, biochemical, AlphaScreen, human | F-box/WD repeat-containing protein 7 (Homo sapiens), Q969H0 | AlphaScreen FBW7–phospho-cyclin E peptide binding, activator screen | normalized activity (activation), % at 26.1 µM | 0.13% of 650,000 active | AID 1259310, 2017; in the data active = normalized activity above about 1.9%;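 also: purified mutant Fbw7 with reduced substrate affinity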
Target sequence (Q969H0 whole entry, looked up): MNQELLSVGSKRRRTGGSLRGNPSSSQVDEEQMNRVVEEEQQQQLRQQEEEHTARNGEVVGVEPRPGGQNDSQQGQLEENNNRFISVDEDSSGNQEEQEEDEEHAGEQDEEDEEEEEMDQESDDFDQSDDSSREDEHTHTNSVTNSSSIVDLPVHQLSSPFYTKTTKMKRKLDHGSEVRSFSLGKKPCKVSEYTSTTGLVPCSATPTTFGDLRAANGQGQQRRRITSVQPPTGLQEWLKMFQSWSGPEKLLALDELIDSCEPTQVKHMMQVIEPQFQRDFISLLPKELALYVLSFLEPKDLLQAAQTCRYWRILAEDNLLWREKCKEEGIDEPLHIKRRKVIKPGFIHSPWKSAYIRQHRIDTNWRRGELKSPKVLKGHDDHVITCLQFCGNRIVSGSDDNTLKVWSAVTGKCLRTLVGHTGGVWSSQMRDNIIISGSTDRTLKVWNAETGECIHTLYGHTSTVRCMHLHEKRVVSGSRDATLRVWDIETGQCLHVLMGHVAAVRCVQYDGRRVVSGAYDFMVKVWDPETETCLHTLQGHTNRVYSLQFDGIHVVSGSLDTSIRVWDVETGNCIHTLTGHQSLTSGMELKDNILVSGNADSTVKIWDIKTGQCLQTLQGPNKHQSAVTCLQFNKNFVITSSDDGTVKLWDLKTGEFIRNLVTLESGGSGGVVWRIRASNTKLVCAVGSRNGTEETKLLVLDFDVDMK
MITF inh: MITF inhibitors, primary screen, biochemical, AlphaScreen, human | inhibition, % at 2.6 µM | AID 1259374, 2018 | 0.91% of 650,000 active | AlphaScreen MITF homodimerization, bead proximity signal | Microphthalmia-associated transcription factor (Homo sapiens), O75030; in the data active = inhibition above about 50%;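 also: 0% = vehicle wells with protein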
GPR151 activ: activators of human GPR151, primary screen, cell-based, PathHunter beta-arrestin, luminescence. PathHunter beta-arrestin GPR151 cells. 1% of 650,000 active. G-protein coupled receptor 151 (Homo sapiens), Q8TDV0. AID 1508602, 2020. activation, % at 11.2 µM; in the data active = activation above about 4.9%;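 also: 0% = median of compound wells and 100% = cells with positive control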
* = called active by the depositor.

Molecule,TEAD-YAP inh,FBW7 act,MITF inh,GPR151 activ
Cc1ccc(C)c(-c2csc(Nc3cccc4ccccc34)n2)c1,-7.7,-0.1,1.6,1.8
COc1ccc(CNc2nc(-c3cc(OC)ccc3OC)no2)cc1,-1.6,0.0,-2.2,1.3
COc1ccc(Cl)cc1NC(=S)Nc1ccc([N+](=O)[O-])cc1,-13.5,0.1,10.8,-1.4
COc1cc2c(cc1OC)C(COc1ccccc1OC)N(C(=O)c1cccc(F)c1)CC2 (configuration not stated),9.9,-0.1,-5.8,-0.5
O=C1CCC(CCNCc2cccc(F)c2)N1CCc1ccccc1 (configuration not stated),-6.1,0.2,-20.1,-0.1
CC(=O)c1cccc(NC(=O)Nc2nc(SCc3ccc(F)cc3)ns2)c1,1.8,0.1,6.3,0.5
O=C(Nc1ccc(F)c(Cl)c1)c1cc2ccccc2oc1=O,-8.4,-0.1,-1.6,0.8
O=C(N=C1N=C2N=CC=CN2Cc2ccccc21)C(F)(F)F,-5.8,0.1,1.9,-2.2
COc1ccc(OC)c(C2CC(=O)C3=C(C2)NC(=O)CC3c2cccc(O)c2)c1 (configuration not stated),-18.2,-0.4,-8.1,-1.0
CCOC(=O)c1c(NC(C)=O)sc2c1CCC(C(C)(C)C)C2 (configuration not stated),-6.3,0.4,-4.4,-0.3
COc1ccc2c(c1)OC(C)CN(CCNC(=O)c1ccc(N3CCCC3=O)cc1)C2 (configuration not stated),3.2,0.2,3.0,-0.4
COc1cc(/C=C2/C(=N)N3N=C(C)SC3=NC2=O)cc(I)c1OCc1cccc(C)c1,-10.8,0.0,13.8,-1.2
c1csc(-c2csc(N3CCCC3)n2)c1,-30.3,0.0,-7.8,-0.2
O=C(CSc1nnc(C2CC2)n1Cc1ccccc1)NCc1ccco1,-7.0,-0.1,2.7,-0.4
COc1ccccc1/C=C(\NC(=O)c1ccc(OC)c(OC)c1)C(=O)Nc1cccc(F)c1,-8.3,0.0,6.9,0.2
CCCCNC(=S)N/N=C/c1ccc(OC)cc1OC,3.7,0.1,16.4,0.5
CCN(CC)CCOc1cc(-c2cn[nH]c2)ccc1NC(=O)C1COc2ccc(OC)cc2C1 (configuration not stated),-11.3,-0.3,-1.1,-0.7
O=C(NCC1Cc2cc(-c3cncnc3)ccc2O1)c1cccc(N2CCCC2=O)c1 (configuration not stated),1.8,0.1,-12.2,0.6
Fc1ccccc1-n1cc(-c2ccc(Cl)cc2)[nH]c1=S,-66.4,0.0,-6.2,0.9
CCCC(=O)NCC(c1ccco1)S(=O)(=O)c1ccc(Cl)cc1 (configuration not stated),2.1,0.1,11.4,0.5
Cc1cccc(C)c1OC(=O)CCN1C(=O)c2ccccc2C1=O,-7.0,-0.1,-5.7,-0.2
FC(F)(F)c1cccc(CNc2ncnc3nc(N4CCOCC4)[nH]c23)c1,-0.1,0.0,-7.7,1.4
Cc1ccc(NC(=O)CSCc2ccc(Cl)cc2)c(C)c1,-5.0,-0.1,-5.5,0.0
CCc1ccc(Nc2nc(-c3cc4cccc(OC)c4oc3=O)cs2)cc1,-2.8,0.2,-7.5,-0.6
COc1ccc(Br)cc1/C=C/C(=O)NC(=S)Nc1ccccc1C(N)=O,9.7,-0.1,-11.4,0.7
CCN(CC)C(=O)CN(c1ccc(C)cc1)S(=O)(=O)c1ccc(SC)cc1,3.5,-0.2,-1.5,-0.6
O=C(CN1CCc2ccccc21)NC(=O)NCc1ccccc1,-16.7,-0.1,-7.4,1.6
Cc1ccc(N2CCCCn3c2nc2c3c(=O)n(C)c(=O)n2C)cc1,9.3,0.0,8.6,0.5
O=C(Nc1ccc(Cl)c(C(=O)O)c1)c1ccc([N+](=O)[O-])cc1,-8.0,0.1,19.0,-0.4
CCNc1nc(Oc2ccc(OCC)nn2)nc(N2CCOCC2)n1,-4.4,-0.1,4.9,-0.6
Cc1cc(-c2ccccc2)sc1/C(O)=C/c1nc2ccccc2oc1=O,-7.6,0.0,8.4,-2.8
O=C(CCCC(=O)Nc1ccc(S(=O)(=O)N2CCOCC2)cc1)Nc1ccc(S(=O)(=O)N2CCOCC2)cc1,5.7,0.0,-3.3,0.7
CCc1sc(C(=O)Nc2ccsc2C(=O)OC)cc1Br,-2.7,0.3,-1.9,0.8
O=c1[nH]c(CN2CCOCC2)nc2scc(-c3ccccc3)c12,2.1,0.1,-2.1,-0.9
Cc1nc2cc(-c3ccc(Cl)cc3)nn2c(C)c1CCC(=O)NCCCOC(C)C,-8.5,0.1,12.4,0.7
O=c1oc(-c2cccc([N+](=O)[O-])c2)nc2ccc(Br)cc12,4.8,0.1,7.1,-4.9
CN(CCc1ccccn1)C(=O)c1ccc(N2CC3CC(C2)c2cccc(=O)n2C3)c(NC(=O)c2cccs2)c1 (configuration not stated),2.1,-0.1,7.3,7.4*
Cc1ccc(CNC(=O)NCc2noc3ccccc23)cc1,-12.5,-0.1,3.1,-0.5
NC(=O)CCNCC1COc2ccccc2O1 (configuration not stated),-21.2,0.1,-11.3,-1.9
CC(=O)c1cccc(NC(=O)C2CCC(CNc3c(N4CCCC4)c(=O)c3=O)CC2)c1 (configuration not stated),-3.2,-0.1,-1.4,0.1
COc1ccc(NC(=O)CSc2ccc3ccccc3n2)cc1,-11.1,0.1,-0.9,0.0
Cc1nnc(SCc2nc(N)nc(N3CCOCC3)n2)s1,-7.7,-0.2,-1.1,0.4
Cc1ccc(CN(Cc2ccco2)C(=S)Nc2ccccc2C)cc1,-1.5,-0.1,0.9,-0.2
CC(=O)c1ccc(NC(=O)CN(C)S(=O)(=O)c2cccc3cccnc23)cc1,7.1,0.9,11.5,-1.0
COc1cc(/C=C(\C#N)C(=O)OC(C)C)ccc1O,13.4,-0.2,3.0,-0.7
NC(=O)Cn1c(=O)n(CCc2c[nH]c3ccccc23)c(=O)c2cccnc21,6.5,-0.2,14.4,0.1
Cn1c(=O)oc2cc(S(=O)(=O)NCCC(=O)NCCc3ccc(Cl)cc3)ccc21,-3.8,0.2,8.6,-0.8
CCOc1ccc(-n2c(=S)sc3c(=O)n(-c4ccc(C)cc4)c(SCC(=O)Nc4cccc(C(F)(F)F)c4)nc32)cc1,-4.6,-0.1,-7.4,1.2
Nc1n[nH]c(-c2ccccc2I)n1,-4.7,0.0,2.3,0.1
COc1cc(S(=O)(=O)N2CCOCC2)c(Cl)cc1Cl,6.0,-0.3,13.9,3.7
CCc1ccccc1NC(=O)c1noc(C(C)C)c1[N+](=O)[O-],-9.0,-0.2,-2.5,-1.4
CC(=O)Nc1nnc(SCc2ccccc2Br)s1,-1.8,-0.2,-3.3,0.6
COc1ccc(-n2nc3c(c2NC(=O)c2cc(C)cc(C)c2)CS(=O)(=O)C3)cc1,-10.2,-0.1,-4.3,-0.2
Fc1ccc(CSc2ccc(-c3ccncc3)nn2)cc1,-17.4,1.0,16.4,-0.6
Cc1ccc(N(Cc2ccc(C(=O)NCC(C)C)cc2)S(C)(=O)=O)cc1C,9.5,0.9,-2.4,2.2
COCCN1C(=O)CC(CC(=O)N2CC3CCCC2C3)(c2ccccc2F)C1=O (configuration not stated),2.4,0.0,1.7,0.1
CC1=C(C(=O)Nc2cccc(C)c2C)C(c2cccc(Br)c2)NC(=S)N1 (configuration not stated),3.7,-0.1,-3.3,-1.1
Cc1cccc(Nc2nnc(-c3ccc(C)c(S(=O)(=O)N4CCN(C)CC4)c3)c3ccccc23)c1,7.8,0.2,16.0,1.9
CCOC(=O)C1=C(C)N=c2s/c(=C/c3ccc(Cl)cc3)c(=O)n2C1c1ccc(C(C)(C)C)cc1 (configuration not stated),-5.3,0.1,-10.2,2.4
Cc1cc(C)n(CC(O)COc2ccc(-c3ccccc3)cc2)n1 (configuration not stated),-21.7,0.0,-8.3,-1.2

Some of the entries so far, as labelled records:
Cc1nc2cc(-c3ccc(Cl)cc3)nn2c(C)c1CCC(=O)NCCCOC(C)C
  TEAD-YAP inh: -8.5 | FBW7 act: 0.1 | MITF inh: 12.4 | GPR151 activ: 0.7

O=c1oc(-c2cccc([N+](=O)[O-])c2)nc2ccc(Br)cc12
  TEAD-YAP inh: 4.8 | FBW7 act: 0.1 | MITF inh: 7.1 | GPR151 activ: -4.9

Going on with the list.
Molecule,TEAD-YAP inh,FBW7 act,MITF inh,GPR151 activ
Cc1cc(C)c(C)c(C(=O)COC(=O)CNC(=O)C2CCCCC2)c1C,-0.7,0.1,10.6,-1.2
COc1ccc(NC(=O)/C(=C/c2ccco2)NC(=O)c2ccc(Br)o2)cc1,-2.7,-0.1,10.5,-0.9
Cc1ccc(C)c(Oc2coc3cc(OCC(=O)OCc4ccccc4)ccc3c2=O)c1,-2.9,-0.1,4.9,0.7
CC(C)N(CCNc1ncnc2nc(Nc3ccncn3)[nH]c12)C(C)C,4.0,-0.3,27.8,-0.1
COC(=O)c1ccc(C#Cc2ccccc2)o1,-10.1,0.2,11.7,-3.5
Cn1cc(C(=O)N/N=C/c2cccnc2)c2ccccc21,-0.3,0.2,15.6,-2.1
CCOC(=O)c1[nH]ncc1[C@@H]1C[C@H]2CN(Cc3cccc(OC)c3)C(=O)[C@]23CCCN13,-2.3,0.6,-9.4,-1.1
O=C1O[C@@H]2C[C@H]3C[C@@H]2[C@@H]1[C@H]3C(=O)N1CC=C(c2ccccc2)CC1,2.7,0.1,9.7,1.6
O=C1CCCc2occ(C(=O)N3CCC4(CC3)CC4C(=O)Nc3ccccc3)c21 (configuration not stated),-18.2,0.0,-6.0,2.2
Cc1c(C(=O)N2CCCC(c3ncncc3-c3ccncc3)C2)cnn1C (configuration not stated),1.6,0.1,8.7,1.3
O=C(Nc1ccc(F)cc1)c1cn(-c2ccccc2)nc1-c1ccncc1,14.8,0.6,10.0,-1.8
Cc1ccc2cc(CN(CCO)S(=O)(=O)c3ccc([N+](=O)[O-])cc3)c(=O)[nH]c2c1C,-4.2,-0.2,-3.1,1.8
O=C(Nc1cccc(Cl)c1Cl)N1CCN(c2ccccn2)CC1,-1.4,0.2,16.8,3.8
CCN1/C(=C/c2scc(-c3ccccc3)[n+]2C)C=Cc2cc(C)ccc21,79.8*,-0.5,9.2,3.8
O=C1COc2ccccc2CN1c1ccccc1,-2.4,-0.1,1.5,0.4
CC1=NC2(CCN(S(C)(=O)=O)CC2)N=C1c1ccc(Cl)cc1,-9.9,0.0,14.7,-1.0
O=C(Nc1ccc(S(=O)(=O)N2CCCCC2)cc1)c1ccccn1,-20.0,0.0,3.5,-1.7
COC(=O)C1CC(=O)N(C)C12CCN(C(=O)c1ccccc1SC)CC2 (configuration not stated),2.0,-0.1,7.9,1.2
S=c1[nH]nc(-c2cnccn2)n1-c1ccccc1Cl,1.5,0.0,6.7,-1.5
CN(c1ccc(OC(=O)c2cccc([N+](=O)[O-])c2)cc1)S(=O)(=O)c1ccccc1,0.8,0.1,1.4,0.7
CC1=C(c2ccc(C)cc2)S(=O)(=O)N=C1Nc1cccc(C)c1C,-44.6,0.5,10.7,0.3
C=CCc1ccccc1OCc1nnc(N)s1,7.0,-0.1,8.0,0.0
CCOC(=O)c1c(C)n(CCc2ccccc2)c2ccc(O)cc12,2.6,0.0,-9.5,-0.5
CC(=O)N(c1ccc2oc(=O)sc2c1)S(=O)(=O)c1ccc(C)cc1,27.5,0.0,0.3,1.0
COc1ccccc1/C=C1\N=C(c2cc([N+](=O)[O-])ccc2Cl)OC1=O,0.0,0.0,-7.0,1.5
CC(/C=C/c1ccccc1)=N\NC(=O)Cn1c(-c2ccccn2)nc2ccccc21,8.6,-0.1,8.9,0.7
COc1ccc(CC2(CCC(=O)NCCn3nc(C)cc3C)CCC(=O)N2)cc1 (configuration not stated),6.1,0.1,-6.2,-1.1
O=C1OC(Nc2cccc(Cl)c2)c2ccccc21 (configuration not stated),9.4,0.2,8.9,-0.6
O=C1c2ccccc2C(=O)c2cc(NC(=O)c3cccc([N+](=O)[O-])c3C(=O)O)ccc21,-83.0,0.0,13.1,-3.8
Cc1ccc(S(=O)(=O)Nc2cccc(C#N)c2)c(C)c1,-6.4,-0.1,-5.9,-0.4

Single records (already shown). Order of values: TEAD-YAP inh	FBW7 act	MITF inh	GPR151 activ
Cn1cc(C(=O)N/N=C/c2cccnc2)c2ccccc21 as listed: -0.3	0.2	15.6	-2.1
O=C1c2ccccc2C(=O)c2cc(NC(=O)c3cccc([N+](=O)[O-])c3C(=O)O)ccc21 as listed: -83.0	0.0	13.1	-3.8

Following part:
Molecule,TEAD-YAP inh,FBW7 act,MITF inh,GPR151 activ
CN(C)S(=O)(=O)c1ccc(C(=O)NCc2n[nH]c(=S)n2-c2ccc(Cl)c(Cl)c2)cc1,-1.9,0.0,2.2,0.8
CC1CCCN(C(=S)Nc2ccccc2)C1 (configuration not stated),-5.9,0.2,-12.7,0.3
CC(=O)c1ccc(N/C=C\C(=O)c2ccc3c(c2)OCO3)cc1,-31.1,-0.1,2.3,-0.4
Cc1cc(=O)c2cc(C(=O)O)ccc2n1Cc1ccc(Cl)cc1,-1.2,1.4,-8.1,-0.4
